# Polio RdRp inh: inhibitors of poliovirus RNA polymerase binding and polymerization; P03300; poliovirus polymerase elongation, fluorescence polarization; active compounds read low; % elongation, % (compound at 16.7 µg/mL); 150,000 compounds, 0.66% hits; AID 588519; in the data active = % elongation below about 90%; also: some results filed as inactive read as strong as hits
# Target sequence (P03300 1749-2209 limits assumed): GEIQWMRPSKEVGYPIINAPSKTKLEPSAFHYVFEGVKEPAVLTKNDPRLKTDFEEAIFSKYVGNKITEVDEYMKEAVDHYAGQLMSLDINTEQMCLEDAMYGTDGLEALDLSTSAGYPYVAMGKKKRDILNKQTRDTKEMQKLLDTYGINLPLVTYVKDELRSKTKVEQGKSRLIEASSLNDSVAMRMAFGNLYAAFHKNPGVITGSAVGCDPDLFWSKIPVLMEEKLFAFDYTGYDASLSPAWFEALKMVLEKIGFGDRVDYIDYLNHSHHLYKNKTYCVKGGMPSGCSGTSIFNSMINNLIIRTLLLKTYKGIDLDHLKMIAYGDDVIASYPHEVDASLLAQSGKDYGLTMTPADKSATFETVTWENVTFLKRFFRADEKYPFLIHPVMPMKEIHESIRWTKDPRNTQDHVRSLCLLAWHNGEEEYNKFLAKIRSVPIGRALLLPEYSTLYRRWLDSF
# Polio RdRp inh FP z-score: further read-out of Polio RdRp inh, marked with its call; z-score; measured here: FP z-score; hits read low
# * = called active by the depositor. Some of the compounds tested; the hit share may differ from the screen's.
SMILES,Polio RdRp inh,Polio RdRp inh FP z-score
Cc1ccc(S(=O)(=O)N2CCC(C(=O)OC(C)C(=O)NCc3ccc4c(c3)OCO4)CC2)cc1 (configuration not stated),107,0.6
c1ccc(COc2ccc(Oc3ncnc4c3oc3ccccc34)cc2)cc1,108,0.6
Cc1ccc(CNC(=O)C2CCN(Cc3nc(-c4cccc(Br)c4)oc3C)CC2)cc1,110,0.5
COc1ccc2c(c1)SC1=NC(=O)C(Cc3ccccc3)C(=O)N12 (configuration not stated),101,-0.1
CN(C)/N=C/c1ccc(OC(=O)c2ccc(Br)cc2)cc1,100,-0.2
Cc1ccc(S(=O)(=O)N2CCCN(C)CC2)cc1,101,-0.1
Cc1cc(C)c(C(=O)CN2C(=O)NC(CC(C)C)C2=O)cc1C (configuration not stated),102,-0.1
COc1ccccc1CNC(=O)CCCCn1c(=O)c2ccccc2n(Cc2ccccc2C)c1=O,105,-0.4
NC(=O)N/N=C/c1ccc(N2CCOCC2)cc1,98,-0.4
CC(=O)N=Nc1c2[nH]c3ccccc3nc-2c2ccccc12,102,0.3
CCCN1C(=O)C[n+]2ccccc2C1C(=O)Nc1ccccc1C (configuration not stated),101,0
Cc1cc(C)nc(N(C#N)Cc2ccccc2)n1,99,-0.8
Cc1ccc2ncc(C(=O)N3CCN(c4ccccc4)CC3)c(=O)n2c1,100,-0.7
O=C(O)C1CCS(=O)(=O)C1 (configuration not stated),104,0.7
COCCNC(=O)CSc1c2c(nc3cc(Cl)ccc13)CCCC2,98,-0.8
NNC(=O)CN1C(=O)COc2ccccc21,105,0.2
Cc1nc(NC2CCN(Cc3nnnn3Cc3ccc4c(c3)OCO4)CC2)[nH]c(=O)c1C,101,-0.1
CC1=NN(C(N)=S)C(=O)C1C(c1ccccc1)C(C#N)C#N (configuration not stated),147,4.1
CCCc1[nH]n(-c2nc3ccccc3s2)c(=O)c1C=NCC1CCCO1 (configuration not stated),98,-0.7
COc1ccc(C2C3CCc4ccccc4C3=NN2CCOC(=O)C2CC2)cc1 (configuration not stated),103,0.1
NCc1n[nH]c(=S)n1-c1cccc(C(F)(F)F)c1,99,-1.1
Cc1cc(C(=O)CN2C(=O)CCC2=O)c(C)n1Cc1ccccc1,104,0.2
Cc1cc(C)c2cc(C(=O)N3CCN(c4ncccc4C(F)(F)F)CC3)[nH]c2c1,106,0.2
Cc1cc(C)n(C(=O)Nc2ccc(Cl)cc2)n1,101,-0.2
O=C1CCCN1c1nc2ccccc2s1,101,-0.2
Cc1ccc(Sc2c(C)nn(C(C)(C)C)c2OC(=O)CC(C)C)cc1,107,0.7
Cc1nn2c(=O)cc(COC(=O)c3ccc(NC(=O)COc4ccccc4F)cc3)nc2s1,112,1.4
O=C1CN(CC(=O)Nc2ccc3c(c2)OC(F)(F)O3)CCN1,101,0
COc1ccc(NC(=O)N(Cc2c[nH]c3ccccc23)C(C)C)c(OC)c1,99,-0.5
O=C(NCCC1=CCCCC1)c1cc2cc(Cl)ccc2oc1=O,106,0.3
CN(C)C(=O)NCc1cccnc1,103,0.2
N#C/C(=C/Nc1ccc(I)cc1)c1nc2ccccc2o1,101,-0.1
O=C1S/C(=C/c2ccccc2F)C(=O)N1CN1CCCCC1,100,-0.3
O=C(Cn1cnc(S(=O)(=O)N2CCCC2)c1)Nc1ccccc1,105,-0.2
O=C(c1cnc(NS(=O)(=O)c2ccccc2)nc1)N1CCOCC1,103,0.5
Cc1ccc(NCc2cccn2-c2nnc(N3CCC(C(=O)NCc4ccc(OC(C)C)cc4)CC3)s2)cc1,109,-0.3
COc1ccccc1NC(=O)C1=C(C)Nc2nc(SCC(=O)c3ccc(C)cc3)nn2C1c1ccc(F)cc1 (configuration not stated),87,-4.7
Cc1ccc(S(=O)(=O)N2CCN(CC(=O)N3N=C4/C(=C/c5cccs5)CCCC4C3c3cccs3)CC2)cc1 (configuration not stated),100,-0.2
COCCN1C(=O)c2oc3ccccc3c(=O)c2C12C(=O)N(C)c1ccccc12 (configuration not stated),100,-0.1
CCN(CC)C(=O)n1cnc(-c2ccccc2)c1-c1ccccc1,100,0.2

# Of the compounds above, these contain an aryl thioether with sulfur outside any ring.
SMILES,Polio RdRp inh,Polio RdRp inh FP z-score
COCCNC(=O)CSc1c2c(nc3cc(Cl)ccc13)CCCC2,98,-0.8
Cc1ccc(Sc2c(C)nn(C(C)(C)C)c2OC(=O)CC(C)C)cc1,107,0.7
COc1ccccc1NC(=O)C1=C(C)Nc2nc(SCC(=O)c3ccc(C)cc3)nn2C1c1ccc(F)cc1 (configuration not stated),87,-4.7

# Next records follow.
SMILES,Polio RdRp inh,Polio RdRp inh FP z-score
O=C1C(=Nc2cccc(C(F)(F)F)c2)c2ccccc2N1CN1CCc2ccccc2C1,103,0
Cc1ncc(CO)c(/C=N/N=C/c2ccc(Cl)cc2)c1O,98,-0.5
O=C(O)c1ccc(-n2nnnc2Oc2ccccc2C(=O)N2CCOCC2)cc1,103,0.4
COc1cccc(C(=O)Nc2cccc(-c3ccc4nncn4n3)c2)c1OC,104,0.7
CCCCN(C(=O)c1ccc2c(c1)OCO2)c1ccccc1,100,-1
CCCc1noc(-c2ccc(NCc3ccc(C)cc3)c([N+](=O)[O-])c2)n1,111,0.7
COc1ccc(CCCc2nnc(SCC(=O)Nc3ccc(OC)cc3)o2)cc1,108,0.9
Cc1cc(C)c2c(-n3cccc3)c(C(=O)NCc3cccnc3)sc2n1,102,0
CC(=O)N1CCc2cc(NC(=O)NC34CC5CC(CC(C5)C3)C4)ccc21,103,0.8
Cc1ccc(C(=O)Nc2ccccc2C)cc1,100,-0.5
CC1=NN(c2ccccc2)C(=O)C1CCC#N (configuration not stated),101,0
NC(=O)NC1CCCCC1,102,0.2
CC(C)c1ccc(NC(=O)c2cnc3sc(N4CCCC4)nn3c2=O)cc1,113,0.6
COc1ccc(C(=O)c2c(O)nc3ccccn3c2=O)cc1,102,0.1
O=C1Cc2ccccc2C(=O)N1c1cccc(C(F)(F)F)c1,93,-0.9
Cc1c(C(=O)N(Cc2ccc(N(C)C)cc2)Cc2ccco2)oc2ccccc12,101,0
COc1ccc(OC)c(CNC(=O)c2ccc(Sc3ccc(C)cc3)c(N)c2)c1,108,-0.6
CCOC(=O)c1ccc(NC(=O)CSc2nc(-c3ccc(F)cc3)cc(C(F)(F)F)c2C#N)cc1,100,-1.2
COc1ccccc1OCc1ccoc1C(=O)O,101,-0.3
Cc1ccc(CCNC(=O)c2nnc(CS(=O)(=O)c3ccccc3)o2)cc1,97,-0.5

# In the list so far, these contain a cyano group.
SMILES,Polio RdRp inh,Polio RdRp inh FP z-score
Cc1cc(C)nc(N(C#N)Cc2ccccc2)n1,99,-0.8
CC1=NN(C(N)=S)C(=O)C1C(c1ccccc1)C(C#N)C#N (configuration not stated),147,4.1
N#C/C(=C/Nc1ccc(I)cc1)c1nc2ccccc2o1,101,-0.1
CC1=NN(c2ccccc2)C(=O)C1CCC#N (configuration not stated),101,0
CCOC(=O)c1ccc(NC(=O)CSc2nc(-c3ccc(F)cc3)cc(C(F)(F)F)c2C#N)cc1,100,-1.2

# More structures follow:
SMILES,Polio RdRp inh,Polio RdRp inh FP z-score
O=C(Nc1ccc(Br)cc1)C1CCN(c2cnccn2)CC1,109,0.8
CCc1ccc(NC(=O)C(CC)n2nnc(C(=O)OC)c2C(=O)OC)cc1 (configuration not stated),113,0.2
Cc1ccc(NC(=O)C2CCN(S(=O)(=O)c3ccc4c(c3)CCCC(=O)N4)CC2)c(Cl)c1,107,-0.3
Cc1cc(Br)ccc1NC(=O)c1cc2c(s1)-c1ccccc1SC2,105,-0.7
CN=c1scc(-c2cccs2)n1/N=C/c1ccc[nH]1,114,0.9
CCCn1c(=O)c2sccc2n2c(CCCC(=O)N3CCN(c4ccccc4)CC3)nnc12,118,0.3
S=C(Nc1ccccc1)N1CCN(c2ccc3nnc(-c4ccccc4)n3n2)CC1,100,-0.8
O=C(NCCOc1ccccc1)C1CCN(c2ncc(C(F)(F)F)cc2Cl)CC1,102,0.3
O=S1(=O)CC(S(=O)(=O)c2ccccc2)C(S(=O)(=O)c2ccccc2)C1 (configuration not stated),102,0.3
O=c1cc(CO)oc(C(Nc2cccc(Cl)c2)c2ccccn2)c1O (configuration not stated),107,0.6
CCCCCN(CCCCC)C(=O)C(CCC(=O)O)NC(=O)c1ccc(Cl)c(Cl)c1 (configuration not stated),100,0
Cc1ccccc1C(=O)Nc1ccc(C(=O)OCc2cc(=O)n3c4c(sc3n2)CCCC4)cc1,109,0.8
CC(C)(C)C(=O)Nc1nnc(SCC(N)=O)s1,99,-0.6
CCN(CC)c1ccc(NC(=O)c2cccs2)c(N(CC)CC)n1,101,-0.3
O=C(Nc1cccnc1)c1c(O)c2ccccc2[nH]c1=O,102,0.5
Cc1nc(NC2=NCCC(=O)N2)nc2ccccc12,101,-0.5
Cc1oc(C(C)(C)C)cc1C(=O)N1CCN(C(c2ccccc2)c2ccccc2)CC1,103,0.1
COc1ccc(N2CCN(CCCNC(=O)C3CCC(=O)N3Cc3ccc(F)cc3)CC2)cc1 (configuration not stated),100,0
CCO/N=C(/N)c1[nH]ncc1Br,104,0.5
CCOc1ccc(NC(=O)CCNS(=O)(=O)c2cccs2)cc1,107,0.8

# One compound at a time (already shown). Order of values: Polio RdRp inh | Polio RdRp inh FP z-score
# CCCn1c(=O)c2sccc2n2c(CCCC(=O)N3CCN(c4ccccc4)CC3)nnc12 is listed as 118 | 0.3
# Cc1nc(NC2=NCCC(=O)N2)nc2ccccc12 is listed as 101 | -0.5
# CCO/N=C(/N)c1[nH]ncc1Br is listed as 104 | 0.5

# Back to the main list, starting six compounds before the break.
SMILES,Polio RdRp inh,Polio RdRp inh FP z-score
O=C(Nc1cccnc1)c1c(O)c2ccccc2[nH]c1=O,102,0.5
Cc1nc(NC2=NCCC(=O)N2)nc2ccccc12,101,-0.5
Cc1oc(C(C)(C)C)cc1C(=O)N1CCN(C(c2ccccc2)c2ccccc2)CC1,103,0.1
COc1ccc(N2CCN(CCCNC(=O)C3CCC(=O)N3Cc3ccc(F)cc3)CC2)cc1 (configuration not stated),100,0
CCO/N=C(/N)c1[nH]ncc1Br,104,0.5
CCOc1ccc(NC(=O)CCNS(=O)(=O)c2cccs2)cc1,107,0.8
CC(=O)N/C(=C/c1ccccc1)C(=O)Nc1ccc(I)cc1,108,0.7
CCN(CC)CCNC1=NCCn2c1cc1cc(OC)ccc12,97,-0.8
CCCCc1[nH]nc2c1C1(CCCCC1)C(C#N)=C(N)O2,107,0.3
COc1ccc2c(c1)CCC(C)N2S(=O)(=O)c1ccc(C2CNC(=O)C2)cc1 (configuration not stated),102,0
CCCCC1(C)OC(=O)C(=Cc2ccc(N(C)C)cc2)C(=O)O1 (configuration not stated),100,0.1
CCCn1nc(-c2nnc(-c3ccc(C)c(C)c3)o2)c2ccccc2c1=O,100,-0.2
COc1ccc(C(CC(=O)NCc2ccc3c(c2)OCO3)n2cccc2)cc1 (configuration not stated),102,0.9
CCOC(CNc1ccc2nnc(-c3ccccc3)n2n1)OCC,100,-0.7
N#Cc1cc(F)c(N2CCCC2)cc1Cl,100,-0.8
COc1ccccc1-c1nnc(C2CCN(C(=O)c3ccc(F)cc3)CC2)o1,100,0
Cc1nn2c(COc3ccc(NC(=O)c4ccco4)cc3)nnc2c2ccccc12,102,0
CS(=O)(=O)Nc1ccc(OC(F)(F)F)cc1,103,0.4
COc1ccc(Cl)cc1NS(=O)(=O)c1ccc2[nH]c3c(c2c1)CCCC3,111,1.1
Cc1noc(C)c1COc1ccc(C(=O)OCC(=O)N2CCc3ccccc3C2)cc1,104,0.3
CCCCN(C(=O)c1ccc2c(c1)OCO2)C1CCS(=O)(=O)C1 (configuration not stated),102,-0.3
c1ccc(-c2ncc(CN3CCN(c4ccccn4)CC3)[nH]2)cc1,107,0.4
CCOc1cc(C=C2C(=O)NC(=O)NC2=O)cc(Cl)c1O,79,-3.9
C=CCSc1nnc(NC(=O)c2ccc(S(=O)(=O)N3CCCCC3)cc2)s1,104,0.7
O=C(Oc1ccccc1)c1ccc(=O)oc1,97,-0.8
CNC1CCCc2ccccc21 (configuration not stated),107,0.6
